High-throughput results as filed in PubChem BioAssay.
tim10-1 inh = inhibits growth of tim10-1 mutant yeast; 2.2% of 330,000 active; S. cerevisiae tim10-1 ts strain growth, BacTiter-Glo, 24 h; inhibition, % at 20 µM;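 active = inhibition of at least 40%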;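 also: mutant grown at 25 °C; 0% = DMSO wells with yeast and 100% = wells holding no yeast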
TIM10 inh = inhibits growth of TIM10 yeast strain | S. cerevisiae TIM10 strain growth, BacTiter-Glo luminescence, 24 h | inhibition, % at 10 µM | 1.4% of 330,000 active;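 active = inhibition of 40% or more at the single tested concentration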;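 also: wild-type TIM10 isogenic control strain grown at permissive 25 °C; 0% = DMSO yeast wells and 100% = minimal medium wells without yeast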
mIAP act = mouse IAP activation. activation factor at 10 µM. AID 2805. 0.24% of 330,000 active. muIAP, CDP-Star luminescence, 30 min; stronger effect = higher value; 1 = vehicle-only enzyme signal, 0 = enzyme-free wells;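 active = activation factor of at least 2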; also: the source names both 10 and 20 µM as test concentration; values of inactives mirror those of a sister screen read the other way
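System: Mouse IAP enzyme | Also added: CDP-Star substrate | Dosing: Compounds dispensed in DMSO | Schedule: 30 min enzyme-substrate-compound incubation at room temperature | Technique: Chemiluminescence readout | Control set: DMSO-only wells and no-enzyme negative control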
NLRP3 yeast inh = NALP3 inhibition in yeast; Yeast reconstituted NLRP3/ASC/caspase-1, beta-gal luminescence, 24 h; inhibition, % at 10 µM; 0.39% of 330,000 active; AID 2825;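 active = inhibition of 50% or more; inactive = inhibition below 50%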;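 also: plate controls were induced DMSO wells for no effect and uninduced yeast grown without galactose for full effect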
hIAP block = blocks human intestinal alkaline phosphatase; P09923; purified IAP, CDP-Star luminescence, 30 min; inhibition, % at 10 µM; 0.12% of 330,000 active;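 active = inhibition reaching a set limit with compound at 10 µM in the primary screen, cut at about 35% in these data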;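 also: plate controls were DMSO wells with enzyme for no effect and no-enzyme buffer wells for full effect; values of inactives mirror those of a sister screen read the other way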
Target sequence (P09923 whole entry, looked up): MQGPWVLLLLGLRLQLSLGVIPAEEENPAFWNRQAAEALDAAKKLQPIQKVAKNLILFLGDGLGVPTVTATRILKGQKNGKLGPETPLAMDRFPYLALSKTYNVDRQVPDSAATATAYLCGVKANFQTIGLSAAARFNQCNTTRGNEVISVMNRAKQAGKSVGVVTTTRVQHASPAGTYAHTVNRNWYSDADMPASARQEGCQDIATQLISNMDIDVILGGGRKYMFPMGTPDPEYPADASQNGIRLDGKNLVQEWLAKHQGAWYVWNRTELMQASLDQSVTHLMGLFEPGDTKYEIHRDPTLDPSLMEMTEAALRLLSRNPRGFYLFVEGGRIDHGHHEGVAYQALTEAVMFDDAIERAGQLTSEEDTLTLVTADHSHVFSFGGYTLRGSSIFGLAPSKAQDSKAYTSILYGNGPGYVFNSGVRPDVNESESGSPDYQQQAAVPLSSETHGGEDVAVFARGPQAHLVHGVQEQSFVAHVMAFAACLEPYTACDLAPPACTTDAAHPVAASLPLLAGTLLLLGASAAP
MIN6 prolif = inducers of beta-cell replication in MIN6 cells; MIN6 cells proliferation, ATPlite luminescence, 48 h; cells starved in 0.2% serum; 100% = growth in 10% serum; proliferation, % at 10 µM; 0.29% of 330,000 active; AID 2380;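 active = compounds whose signal lies at least 3.5 SD above the mean of all wells on their plate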;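 also: 0% = DMSO-treated cells in low-serum medium and 100% = 10% serum control; some compounds called inactive have numbers as strong as hits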
APOBEC3A inh = human APOBEC3A DNA deaminase inhibition; P31941; inhibition, % at 20 µM; recombinant A3A, FAM/TAMRA ssDNA deamination fluorescence; AID 493011; 0.41% of 330,000 active;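 active = at least 40% inhibition at 20 µM here, with at most 30% in a related deaminase screen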;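 also: plate controls were A3A with DMSO for no effect and wells lacking A3A enzyme for full effect; some results filed as inactive read as strong as hits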
Target sequence (P31941 whole entry, looked up): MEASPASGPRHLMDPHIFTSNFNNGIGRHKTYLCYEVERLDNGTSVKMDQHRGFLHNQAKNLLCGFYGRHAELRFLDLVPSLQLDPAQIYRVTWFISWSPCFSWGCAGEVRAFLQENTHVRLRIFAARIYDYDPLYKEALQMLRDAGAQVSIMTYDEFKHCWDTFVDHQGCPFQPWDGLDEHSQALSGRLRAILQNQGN
A3G deaminase = APOBEC3G (human) deaminase inhibition. Q9HC16. recombinant A3G, ssDNA deamination FAM/TAMRA fluorescence. inhibition, % at 20 µM. 0.28% of 330,000 active. AID 493012;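 active = inhibition of at least 40% at 20 µM, with no more than 30% in the related APOBEC3A deaminase screen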;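 also: plate controls were DMSO wells with A3G for no effect and wells lacking A3G enzyme for full effect; some compounds called inactive have numbers as strong as hits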
mIAP inh = mouse IAP inhibition; purified mouse IAP, CDP-Star luminescence, 30 min; inhibition, % at 10 µM; 0.2% of 330,000 active; AID 2806;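 active = inhibition of at least 40% at 10 µM in the primary screen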;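 also: plate controls were DMSO with enzyme for no effect and no enzyme wells for full effect; values of inactives mirror those of a sister screen read the other way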
* hit, by the source's call.

entry | compound | tim10-1 inh | TIM10 inh | mIAP act | NLRP3 yeast inh | hIAP block | MIN6 prolif | APOBEC3A inh | A3G deaminase | mIAP inh
1 | COc1cc(/C=C2/SC(=S)N(C)C2=O)ccc1OC(=O)c1ccco1 | 7.1 | -15.9 | 0.892 | 6.3 | 3.4 | -3.7 | 1.5 | -2.3 | 10.8
2 | Cc1ccc(-c2nc(CSCC(=O)NC3CCN(Cc4ccccc4)CC3)c(C)o2)cc1 | -26.9 | 1.4 | 1.08 | 19.0 | -7.3 | -4.9 | 0.0 | -2.7 | -8.5
3 | O=C(CCC(=O)N1CCOc2ccc(Cl)cc21)NCCCN1CCOCC1 | -6.7 | 0.0 | 0.954 | 6.7 | 5.2 | -0.1 | -3.1 | 2.4 | 4.6
4 | CC(C)(C)NC(=O)NC(=O)CSc1cccc(C(F)(F)F)c1 | 10.1 | 25.0 | 1.05 | 16.4 | 13.0 | -3.3 | 0.4 | -5.5 | -4.6
5 | CC(=O)C1=C(O)C(=O)N(c2ccc(Br)cc2)C1c1ccc(Cl)cc1 (stereo not drawn) | 11.0 | 0.1 | 0.936 | 23.5 | -8.4 | -1.4 | -5.5 | -11.5 | 6.4
6 | Cc1cccc(CN2CCCC(C(=O)Nc3ccc(-c4cscn4)cc3)C2)c1 (stereo not drawn) | 25.5 | 12.4 | 1.12 | 11.3 | -13.1 | -6.5 | 0.7 | 1.8 | -11.9
7 | CCOc1cc(NC(=S)NCCCN2CCOCC2)c(OCC)cc1NC(=O)c1cccc(C)c1 | 23.9 | 4.5 | 0.955 | 2.2 | -6.5 | -1.7 | -4.5 | -5.1 | 4.5
8 | COc1ccccc1NC(=O)CSc1nnc(-c2ccoc2C)n1CCc1ccccc1 | 28.8 | 26.5 | 0.97 | 19.8 | 7.5 | -0.4 | -5.1 | -3.9 | 3.0
9 | CCOCCn1c(SCc2ccc(F)cc2)nc2c1c(=O)[nH]c(=O)n2C | 14.3 | 5.3 | 0.923 | 19.6 | 7.8 | 2.4 | 4.6 | 5.0 | 7.7
10 | Cc1ccc(NC(=O)[C@H](C)NC(=O)C2CCN(C(=O)[C@@H](N)CC(C)C)CC2)cc1 | 8.1 | 2.1 | 1.01 | 16.5 | -9.4 | -3.6 | -2.6 | -6.2 | -1.5
11 | CC(=O)c1sc(Nc2ccc(C)cc2)nc1C | -8.8 | -11.3 | 1.02 | 27.6 | -9.8 | 0.5 | 0.2 | -9.2 | -1.6
12 | CCCN(CCC)S(=O)(=O)c1ccc(C(=O)Nc2ccc(OCC(=O)N3CCOCC3)cc2)cc1 | 15.5 | 1.0 | 1.02 | -9.9 | 2.7 | -2.9 | -4.2 | -9.7 | -1.7
13 | COc1ccc(-c2ccc(C(=S)N3CCN(C(C)=O)CC3)o2)cc1 | -0.2 | 4.2 | 0.891 | -3.8 | -6.6 | -4.4 | -5.1 | 37.1 | 10.9
14 | COc1ccccc1-c1nnc2sc(-c3cc4ccccc4o3)nn12 | -43.3 | -3.2 | 0.865 | 59.3* | 10.7 | -5.2 | -0.6 | -4.9 | 13.5
15 | CCOC(=O)c1ccc(OCc2c(C)noc2C)cc1 | 0.8 | 11.9 | 1.02 | 30.9 | 17.9 | 0.0 | -2.6 | -4.5 | -2.3
16 | COc1ccc(N2CCN(C(=O)Cc3ccc(Br)cc3)CC2)cc1 | 11.8 | 11.7 | 1.07 | 1.6 | -3.2 | -2.0 | -8.2 | -7.3 | -6.9
17 | COC(=O)c1c(C)oc(C)c1S(=O)(=O)NC(c1ccccc1)c1ccccc1 | 28.6 | 35.0 | 1.04 | 4.1 | 6.5 | -1.3 | -5.0 | -8.4 | -4.0
18 | Cc1ccccc1Nc1nc(N)nc(CN(C)c2ccccc2)n1 | 16.6 | 16.6 | 0.983 | 5.0 | 5.8 | 0.0 | 3.3 | -0.8 | 1.7
19 | O=C1Nc2ccccc2C(=O)N2[C@H](c3ccccc3)[C@@H]3C(=O)N(Cc4ccccc4)C(=O)[C@@H]3[C@H]12 | 12.7 | 23.2 | 0.999 | 9.3 | 8.5 | 0.5 | 4.7 | -4.3 | 0.1
20 | O=C(NCCc1cccc(Cl)c1)c1ccc(Cl)c([N+](=O)[O-])c1 | 29.2 | 33.5 | 0.936 | 18.9 | -12.1 | 0.0 | 5.8 | -8.4 | 6.4

Along the list, quoted from above.
Entries 12–17 in MIN6 prolif read -2.9, -4.4, -5.2, 0.0, -2.0, -1.3
Entries 12–17 in A3G deaminase read -9.7, 37.1, -4.9, -4.5, -7.3, -8.4
Entries 12–17 in tim10-1 inh read 15.5, -0.2, -43.3, 0.8, 11.8, 28.6

Reformatted with values under each structure: entries from further up.
Each structure is followed by: tim10-1 inh, TIM10 inh, mIAP act, NLRP3 yeast inh, hIAP block, MIN6 prolif, APOBEC3A inh, A3G deaminase, mIAP inh
#6 Cc1cccc(CN2CCCC(C(=O)Nc3ccc(-c4cscn4)cc3)C2)c1 (stereo not drawn)
  25.5, 12.4, 1.12, 11.3, -13.1, -6.5, 0.7, 1.8, -11.9
#7 CCOc1cc(NC(=S)NCCCN2CCOCC2)c(OCC)cc1NC(=O)c1cccc(C)c1
  23.9, 4.5, 0.955, 2.2, -6.5, -1.7, -4.5, -5.1, 4.5

A few values from the list.
For MIN6 prolif, compound 3 shows -0.1
For APOBEC3A inh, compound 15 shows -2.6
For MIN6 prolif, compound 1 shows -3.7
For hIAP block, compound 7 shows -6.5
For tim10-1 inh, compound 17 shows 28.6
For hIAP block, compound 4 shows 13.0

More structures follow:
entry | compound | tim10-1 inh | TIM10 inh | mIAP act | NLRP3 yeast inh | hIAP block | MIN6 prolif | APOBEC3A inh | A3G deaminase | mIAP inh
21 | O=C(O)CCSCCC(=O)O | 13.4 | -1.3 | 0.955 | 3.4 | -8.8 | -3.2 | 0.0 | -9.8 | 4.5
22 | COc1ccc(S(=O)(=O)N2CCOCC2)cc1NC(=O)CCNC(=O)c1ccc(Cl)cc1 | 4.8 | 2.0 | 1.05 | -1.1 | 3.0 | -4.2 | -3.2 | -5.6 | -4.9
23 | CCOC(=O)CNc1ncc([N+](=O)[O-])cc1C#N | 10.3 | -6.4 | 0.991 | 1.0 | 0.6 | -1.5 | 2.8 | 1.4 | 0.9
24 | O=C(NCc1ccc(F)cc1)C1CCN(S(=O)(=O)N2CCOCC2)CC1 | -24.2 | -7.4 | 1.1 | 7.3 | -15.0 | -3.2 | -2.9 | -3.9 | -10.1
25 | O=C(CSc1nc(-c2ccccc2)cc(C(F)(F)F)n1)NCCN1CCOCC1 | 6.3 | 4.2 | 1.01 | 9.8 | 16.3 | 3.6 | -2.7 | -8.6 | -0.8
26 | CCCCCC(=O)N/N=C/c1ccccc1[N+](=O)[O-] | 6.6 | -2.6 | 0.925 | 2.6 | 15.4 | -2.7 | -2.6 | -5.4 | 7.5
27 | CSc1cccc(NC(=S)N2CCCN(Cc3ccccc3F)C2)c1 | 9.0 | -17.6 | 1.62 | -1.1 | -11.4 | -4.6 | -1.4 | 3.3 | -61.6
28 | CNc1cc(Cl)nc(SC)n1 | 1.0 | -4.5 | 1.04 | -17.1 | -17.1 | 0.5 | -3.4 | 2.4 | -4.5
29 | CN(C)CCN(C(=O)c1ccc(C(=O)c2ccccc2)cc1)c1nc2cc3c(cc2s1)OCO3 | 17.1 | 27.6 | 0.973 | 16.1 | -7.2 | 0.2 | -0.7 | -2.3 | 2.7

Entries of single compounds from above. Order of values: tim10-1 inh	TIM10 inh	mIAP act	NLRP3 yeast inh	hIAP block	MIN6 prolif	APOBEC3A inh	A3G deaminase	mIAP inh
Profile of `Cc1cccc(CN2CCCC(C(=O)Nc3ccc(-c4cscn4)cc3)C2)c1` (stereo not drawn) → 25.5	12.4	1.12	11.3	-13.1	-6.5	0.7	1.8	-11.9
Profile of `COC(=O)c1c(C)oc(C)c1S(=O)(=O)NC(c1ccccc1)c1ccccc1` → 28.6	35.0	1.04	4.1	6.5	-1.3	-5.0	-8.4	-4.0
Profile of `CCOCCn1c(SCc2ccc(F)cc2)nc2c1c(=O)[nH]c(=O)n2C` → 14.3	5.3	0.923	19.6	7.8	2.4	4.6	5.0	7.7
Profile of `COc1ccccc1-c1nnc2sc(-c3cc4ccccc4o3)nn12` → -43.3	-3.2	0.865	59.3*	10.7	-5.2	-0.6	-4.9	13.5
Profile of `CCCN(CCC)S(=O)(=O)c1ccc(C(=O)Nc2ccc(OCC(=O)N3CCOCC3)cc2)cc1` → 15.5	1.0	1.02	-9.9	2.7	-2.9	-4.2	-9.7	-1.7
